Source: PubChem BioAssay (several laboratories)
VIM-2 inhibitor = inhibitors of Pseudomonas aeruginosa VIM-2 metallo-beta-lactamase | inhibition, % at 5.6 µM | actives 0.89% (n = 290,000) | purified VIM-2, nitrocefin hydrolysis, epi-absorbance fluorescence;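 active means inhibition above the mean of all tested compounds plus 3 SD, cutoff set per screening run, cut at about 7.5% in these data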;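 further: red hydrolysis product quenches plate fluorescence so inhibitors raise well fluorescence; 0% = enzyme with DMSO and 100% = DMSO without enzyme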
GPR7 antagonist = blocks human GPR7 receptor signaling | GPR7-expressing cells, fluorescence antagonist assay | inhibition, % at 4.4 µM | actives 1.1% (n = 290,000) | AID 1861; in the data active means inhibition above about 16%, passing the limit was not always enough;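 further: cells stimulated with the agonist NPW; 0% = agonist with vehicle and 100% = vehicle without agonist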
HCV NS3 hel inh = blocks Hepatitis C virus NS3 helicase unwinding | NS3 helicase DNA unwinding, Cy5 molecular beacon fluorescence | inhibition, % at 10.9 µM | actives 0.56% (n = 290,000) | AID 1800;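 active means inhibition above the mean of all tested compounds plus 3 SD, set per campaign, cut at about 35% in these data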;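 further: 0% = DMSO wells and 100% = thioflavine S control wells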
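Control set: DMSO versus 110 µM thioflavine S; Material: NS3 helicase fragment of HCV; Measured by: Cy5 fluorescence at 0 and 60 min, beacon hairpin quenching; Read-out basis: percent inhibition from t60/t0 fluorescence ratio; Times: reaction time 60 min, 25 °C; Repeats: single replicate; Compound dosing: single dose, 10.9 µM nominal final, DMSO 0.8% final.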
GalR3 antag = antagonists of human GalR3; actives 0.44% (n = 360,000); HEK293 GalR3-CNG cAMP membrane potential fluorescence; galR3 body fused to GalR1 C-terminus; AID 651719; inhibition, % at 3 µM;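 active means inhibition above the screen-wide average plus 3 SD, cut at about 13% in these data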;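 further: forskolin and galanin both at EC90 stimulate the cells; cAMP rise reported by CNG channel membrane potential dye signal; 0% = forskolin plus galanin with DMSO and 100% = forskolin alone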
PHOSPHO1 inh = inhibitors of human PHOSPHO1 phosphatase. recombinant PHOSPHO1, absorbance phosphatase assay. Q8TCT1. actives 1.1% (n = 290,000). inhibition, % at 13.3 µM; in the data active means inhibition above about 60%
Target sequence (Q8TCT1 whole entry, looked up): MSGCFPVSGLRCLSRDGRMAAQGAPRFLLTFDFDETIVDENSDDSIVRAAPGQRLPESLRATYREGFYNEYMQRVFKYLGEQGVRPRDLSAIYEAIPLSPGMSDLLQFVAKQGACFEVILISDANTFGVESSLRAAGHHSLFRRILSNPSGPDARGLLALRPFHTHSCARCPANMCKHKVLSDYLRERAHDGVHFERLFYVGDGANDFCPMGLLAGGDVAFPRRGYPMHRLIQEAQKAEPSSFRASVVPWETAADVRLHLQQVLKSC
DNA FID counter = displaces DNA intercalator in HCV helicase counter-screen | DNA fluorescent intercalator displacement, fluorescence | inhibition, % at 7.9 µM | actives 0.17% (n = 290,000) | AID 1845; in the data active means inhibition above about 37%;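 further: 0% = vehicle and 100% = reference compound; higher means more ethidium bromide displaced from hairpin DNA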
OXTR ag = agonists of human oxytocin receptor; P30559; activation, % at 3 µM; CHO-OTR cells, Fluo-8 calcium fluorescence; normalized: DMSO 0%, oxytocin 100%; actives 0.32% (n = 320,000);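 active means activation above the mean of all tested compounds plus 3 SD, cutoff set per screening run, cut at about 20% in these data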;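 further: peak over basal fluorescence ratio from a 100 s FLIPR kinetic read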
Target sequence (P30559 whole entry, looked up): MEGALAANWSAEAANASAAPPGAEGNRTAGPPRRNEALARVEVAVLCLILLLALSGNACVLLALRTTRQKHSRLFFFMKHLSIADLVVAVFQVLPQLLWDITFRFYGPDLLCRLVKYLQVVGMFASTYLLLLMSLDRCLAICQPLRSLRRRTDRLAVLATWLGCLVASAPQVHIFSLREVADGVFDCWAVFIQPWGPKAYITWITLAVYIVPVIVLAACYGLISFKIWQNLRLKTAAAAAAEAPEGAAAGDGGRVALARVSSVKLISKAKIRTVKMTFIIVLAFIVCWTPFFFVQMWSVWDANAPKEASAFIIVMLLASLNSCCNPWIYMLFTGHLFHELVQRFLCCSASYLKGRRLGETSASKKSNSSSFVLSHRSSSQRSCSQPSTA
IMP-1 inhibitor = blocks Pseudomonas aeruginosa IMP-1 metallo-beta-lactamase; inhibition, % at 5.6 µM; AID 1556; purified IMP-1, nitrocefin hydrolysis, epi-absorbance fluorescence; actives 0.45% (n = 290,000);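 active means inhibition above the mean plus 3 SD of all compounds in the same screening run, cut at about 4.5% in these data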;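 further: 0% = IMP-1 with DMSO and 100% = DMSO wells lacking enzyme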
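system = purified recombinant IMP-1 beta-lactamase | amount = 0.2 nM IMP-1, as dispensed | medium = HEPES buffer pH 7.1 with ZnSO4 and Brij 35 | times = 25 °C, 15 min preincubation, 25 min reaction | detection = plate fluorescence quenching by hydrolysis product, ex 480/em 530 nm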
V1R ag counter = V1a receptor agonism, counter-screen for OXTR agonists. P37288. CHO-V1R cells, Fluo-8 calcium fluorescence, agonist mode; 0% DMSO, 100% 3 nM vasopressin. actives 0.25% (n = 320,000). AID 2797. activation, % at 3 µM;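 active means activation above the mean activation of all tested compounds plus 3 SD, per screening run, cut at about 20% in these data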;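 further: signal is peak over basal fluorescence ratio across a 100 second FLIPR read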
Target sequence (P37288 whole entry, looked up): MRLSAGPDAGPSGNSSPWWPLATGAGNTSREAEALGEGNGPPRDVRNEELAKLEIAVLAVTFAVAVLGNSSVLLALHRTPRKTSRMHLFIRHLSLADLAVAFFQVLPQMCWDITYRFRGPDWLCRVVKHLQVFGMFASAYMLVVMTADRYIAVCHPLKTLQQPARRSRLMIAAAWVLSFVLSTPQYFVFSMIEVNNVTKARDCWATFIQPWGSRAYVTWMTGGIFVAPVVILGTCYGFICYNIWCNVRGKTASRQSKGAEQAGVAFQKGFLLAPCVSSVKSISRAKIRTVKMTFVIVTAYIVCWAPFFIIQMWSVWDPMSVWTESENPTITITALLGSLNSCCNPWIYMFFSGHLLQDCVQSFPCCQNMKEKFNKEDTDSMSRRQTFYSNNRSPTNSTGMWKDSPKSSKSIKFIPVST
* marks the source's active call; other numbers are inactive results; / = no result given.

Value order: GPR7 antagonist | V1R ag counter | GalR3 antag | IMP-1 inhibitor | DNA FID counter | OXTR ag | VIM-2 inhibitor | HCV NS3 hel inh | PHOSPHO1 inh
Cc1ccc(NC(=O)C2CCN(S(=O)(=O)c3ccc4c(c3)CC(C)N4C(=O)C3CCC3)CC2)nc1 (stereo not given)
    3 | 2.0 | 0 | -5.2 | -39 | -0.6 | -3.4 | -2 | 75*
CCOC(=O)C1CCCN(Cc2cc(Br)c(OC)cc2OC)C1 (stereo not given)
    -2 | 0.1 | -5 | -2.8 | 9 | 0.7 | -3.8 | 2 | 21
Cc1ccc(C(=O)N2CCN(c3ncccn3)CC2)cc1NC1=NC2CS(=O)(=O)CC2S1 (stereo not given)
    -5 | 1.1 | / | -2.5 | -16 | 0.1 | -1.5 | 6 | 33
C=CCNc1ncnc2c1cnn2-c1cccc(C)c1
    10 | 0.3 | -2 | -2.0 | 3 | -0.7 | 2.3 | 0 | 14
Cc1ccc(C)c(N(CC(=O)NC2CCCC2)C(=O)CNC(=O)c2cccs2)c1
    -5 | 0.1 | -5 | -0.4 | -39 | 1.4 | -2.9 | 5 | 42
O=C(O)c1cc(-c2ccccc2Cl)n(-c2ccc(F)cc2)n1
    4 | 4.8 | -8 | -2.3 | -19 | 0.6 | -3.1 | 1 | /
CCOC(=O)C(NC(=O)c1ccccc1Cl)(Nc1ccc(C)c(C)c1)C(F)(F)F (stereo not given)
    -6 | 0.8 | -4 | -3.8 | -1 | -0.9 | -6.8 | -2 | 15
CCS(=O)(=O)c1c([N+](=O)[O-])ncn1C
    1 | 0.5 | -5 | -2.6 | 0 | -0.1 | -3.9 | -8 | 9
O=C(Cn1cncn1)NCc1ccc(Cl)cc1
    -3 | 0.5 | 1 | -1.2 | -2 | 0.2 | -1.1 | -8 | -5
CN(C)c1ccc(C(=O)OCC(=O)NCC2CCCO2)cc1 (stereo not given)
    -3 | -0.5 | -1 | -7.3 | -2 | 0.3 | -3.5 | 3 | 40
COc1ccc(C(CCN2CCCC(C)C2)c2c(OC)cc(OC)c3c(-c4ccccc4)cc(=O)oc23)cc1 (stereo not given)
    / | 16 | 0 | / | / | 22* | / | / | 22
COC(=O)c1cn(NC(=O)c2cc([N+](=O)[O-])ccc2F)c(=O)c2ccccc12
    -2 | -1.1 | -3 | -3.0 | 3 | -0.5 | -2.5 | 2 | 23
COc1ccc(NC(=S)NCCc2ccc(S(N)(=O)=O)cc2)c(OC)c1
    1 | 0.8 | -3 | -3.5 | 11 | 0.4 | -0.2 | -3 | 3
Nc1[nH]n2c(=O)c3c(nc2c1N=Nc1ccc(Cl)cc1)CCCC3
    -6 | -1.4 | 3 | -4.2 | -2 | -1.7 | -1.4 | -1 | 29
Nc1ncc(Br)cc1S(=O)(=O)NCCC(=O)NCc1ccc(F)cc1
    -3 | 4.9 | -8 | -1.1 | -17 | 2.7 | -2.0 | 21 | 40
O=C(CN1CCCCC1)N/N=C/c1ccccc1Br
    30* | 0.8 | -6 | 1.5 | 5 | -0.4 | 0.7 | 15 | 36
OCc1nnc2c3ccccc3c(-c3ccccc3)nn12
    1 | -0.7 | 0 | 1.8 | -5 | -1.0 | 11* | 0 | 12
CC(=O)Nc1ccc(C(=O)/C=C/c2ccc[nH]2)cc1
    -9 | -0.3 | -2 | -1.5 | -6 | 0.6 | -2.0 | -1 | -6
O=C(Nc1cccc(C(=O)O)c1)/C(=C\c1ccc2c(c1)OCO2)NC(=O)c1ccc(Br)o1
    -12 | 0.9 | -6 | -2.5 | -17 | -0.2 | -2.6 | 15 | -7
Cc1ccc2c(c1)/C(=C/c1ccccc1)C(=O)N2
    -3 | -1.7 | -9 | -0.9 | -17 | -1.8 | 2.0 | -19 | 46

The results go on:
Value order: GPR7 antagonist | V1R ag counter | GalR3 antag | IMP-1 inhibitor | DNA FID counter | OXTR ag | VIM-2 inhibitor | HCV NS3 hel inh | PHOSPHO1 inh
O=C(NC1CCCCC1)C1CC(=O)N(c2cccc([N+](=O)[O-])c2)C1 (stereo not given)
    -10 | 0.0 | -1 | -1.7 | 0 | -0.1 | 3.6 | -1 | -5
COc1ccc(CC(=O)NCC(=O)N/N=C/c2sccc2C)cc1
    -15 | 0.3 | -3 | -1.7 | -15 | 0.2 | -3.5 | 4 | 33
O=Cc1ccccc1OCCN1CCCC1=O
    17 | 0.5 | -10 | 2.2 | -8 | -0.6 | 0.6 | 16 | 16
N#CC1=C(N)N(c2ncn[nH]2)C2=C(C(=O)CCC2)C1c1ccccc1 (stereo not given)
    -3 | 0.9 | -4 | -1.9 | -2 | 0.7 | -0.4 | -6 | 24
Cc1cc(C(=O)Nc2ccccc2N2CCOCC2)c(C)o1
    -19 | -1.0 | -1 | -3.3 | -13 | -2.8 | -4.2 | 8 | 8
Cc1ccc(NC(=O)CCOc2ccccc2C)cc1C
    3 | 0.4 | -7 | -3.0 | -26 | -2.3 | -3.5 | -2 | 27
CCOc1ccc(C(C(=O)NC2CCCCC2)N(C(=O)c2ccco2)c2ccc(-n3cnnn3)c(C)c2)cc1 (stereo not given)
    -10 | 0.7 | -2 | -2.8 | -38 | -0.8 | -1.7 | 3 | -13
Cc1ccc(C(=O)CC(C(=O)O)P(=O)(c2ccccc2)c2ccccc2)cc1 (stereo not given)
    0 | 0.2 | -5 | -2.3 | -35 | 1.4 | -0.1 | 15 | 35
O=C(Nc1ccc2c(c1)OCO2)N1CCN(c2ncccn2)CC1
    8 | 0.1 | -6 | -5.1 | -8 | 0.6 | -2.0 | 9 | -10
Cc1ccc(-c2nc3ncccc3o2)cc1NC(=S)NC(=O)c1ccco1
    -9 | -0.8 | -4 | -0.8 | -3 | -0.9 | -0.1 | -1 | 6
Cc1cc(NC(=O)CN(C)CCOc2ccccc2)ccc1Br
    -13 | -0.2 | -6 | -1.4 | 2 | -0.9 | -6.5 | -19 | 36
CCN(CC)c1ccc(NC(=O)/C=C/c2cc(Br)ccc2OC)cc1
    2 | -0.7 | 0 | -0.9 | 4 | -1.1 | -7.1 | -3 | -14
C#CCOC(=O)CCCC(=O)Nc1ccccc1OC
    0 | -0.1 | -4 | -3.0 | 1 | -1.0 | -0.5 | 0 | -33
COc1ccccc1NC(=O)c1nnn(CC(=O)Nc2ccccc2)c1N
    -6 | 0.4 | -4 | -3.1 | 8 | -0.1 | 0.6 | 2 | -35
COc1ccc(N=Cc2c(O)cc(C)oc2=O)cc1
    1 | 0.6 | -4 | -3.8 | -4 | 0.8 | -1.4 | -4 | 11
C/C(CC(=O)Nc1ccc(Cl)cc1)=N\NC(=O)C(=O)N1CCCCC1
    0 | -0.7 | 1 | -6.4 | -8 | -0.3 | -3.2 | 6 | -6
CCCNC(=O)c1csc(Nc2cccc3ccccc23)n1
    -16 | 0.5 | -8 | -3.5 | -17 | -1.6 | -2.3 | -3 | 29
Cc1ccc2cc3c(N)c(C(=O)Nc4c(C)[nH]c(=O)[nH]c4=O)sc3nc2c1
    1 | 1.1 | 0 | -1.7 | -3 | 0.8 | 0.0 | 7 | 16
O=C(CSc1ccc(-c2cccnc2)nn1)N1CCCC1
    -10 | 0.3 | 0 | -5.4 | 3 | 1.4 | -2.4 | 2 | -29
CCc1cc[n+](C2=C([O-])c3ccccc3C(=O)/C2=N\S(=O)(=O)c2cccs2)cc1
    -2 | 1.4 | -2 | -1.6 | 6 | -0.1 | 0.4 | 10 | 26

Some of the entries above in a different format:
SMILES: O=C(Nc1ccc2c(c1)OCO2)N1CCN(c2ncccn2)CC1
  GPR7 antagonist = 8	V1R ag counter = 0.1	GalR3 antag = -6	IMP-1 inhibitor = -5.1	DNA FID counter = -8	OXTR ag = 0.6	VIM-2 inhibitor = -2.0	HCV NS3 hel inh = 9	PHOSPHO1 inh = -10
SMILES: Cc1ccc(-c2nc3ncccc3o2)cc1NC(=S)NC(=O)c1ccco1
  GPR7 antagonist = -9	V1R ag counter = -0.8	GalR3 antag = -4	IMP-1 inhibitor = -0.8	DNA FID counter = -3	OXTR ag = -0.9	VIM-2 inhibitor = -0.1	HCV NS3 hel inh = -1	PHOSPHO1 inh = 6

One compound at a time, from the list above:
O=Cc1ccccc1OCCN1CCCC1=O reads GPR7 antagonist = 17; V1R ag counter = 0.5; GalR3 antag = -10; IMP-1 inhibitor = 2.2; DNA FID counter = -8; OXTR ag = -0.6; VIM-2 inhibitor = 0.6; HCV NS3 hel inh = 16; PHOSPHO1 inh = 16
COc1ccccc1NC(=O)c1nnn(CC(=O)Nc2ccccc2)c1N reads GPR7 antagonist = -6; V1R ag counter = 0.4; GalR3 antag = -4; IMP-1 inhibitor = -3.1; DNA FID counter = 8; OXTR ag = -0.1; VIM-2 inhibitor = 0.6; HCV NS3 hel inh = 2; PHOSPHO1 inh = -35

Next section:
Value order: GPR7 antagonist | V1R ag counter | GalR3 antag | IMP-1 inhibitor | DNA FID counter | OXTR ag | VIM-2 inhibitor | HCV NS3 hel inh | PHOSPHO1 inh
O=C(NCc1ccco1)c1c(O)c2cccc3c2n(c1=O)CCC3
    -5 | -0.6 | -2 | -3.1 | 4 | -0.8 | 2.2 | -8 | -1
CCCCc1cc(O)c(CCCC)c(O)c1
    93* | 81* | -5 | -2.5 | -3 | 86* | -2.4 | -3 | 18
NC(=O)COC(=O)CC1CC2CCC1C2 (stereo not given)
    15 | 0.1 | -2 | 0.2 | 0 | 0.4 | 1.5 | 3 | 25
O=C(Cc1ccccc1)NC(NNc1ccccc1)(C(F)(F)F)C(F)(F)F
    -4 | -1.3 | -5 | -3.3 | 0 | -2.6 | -2.5 | -1 | -17
O=C(c1cccc([N+](=O)[O-])c1)N1CCN(c2n[nH]c(=O)[nH]c2=O)CC1
    -4 | -0.3 | 0 | -2.4 | 4 | 0.4 | -2.3 | 16 | 40
Cc1cccc(C(=O)Nc2ccc3c(c2)nc(C)n3C)c1
    -2 | 0.6 | -7 | -2.8 | -6 | -0.4 | -3.7 | -3 | 37
CC(C)(C)c1nnc(NS(=O)(=O)c2ccc([N+](=O)[O-])cc2)s1
    -18 | / | -3 | -2.7 | -24 | / | -3.9 | 9 | 41
COc1cccc(CNC(=S)Nc2cc(C)ccc2C)c1
    9 | 0.3 | -6 | -1.7 | 3 | -2.3 | -3.8 | -2 | 23
CC(=O)Nc1cccc(C(=O)N2CCN(Cc3ccccc3)CC2)c1
    21 | 1.0 | -1 | -1.3 | -12 | 0.5 | 0.6 | 17 | -16
O=C(CSc1nnc(-c2ccc([N+](=O)[O-])cc2)o1)Nc1ccccn1
    3 | 1.7 | -5 | -0.4 | -2 | 0.4 | 0.0 | 2 | 54
O=C(N/C(=C/c1ccco1)C(=O)N1CCOCC1)c1ccc([N+](=O)[O-])cc1
    -9 | / | 0 | -0.2 | -7 | / | -1.9 | -1 | /
Cn1c(CNC(=O)c2ccc3c(c2)OCO3)nnc1SCC(=O)Nc1ccccc1Cl
    -9 | -0.8 | -8 | -2.1 | -17 | -0.7 | 0.2 | 8 | 39
